TSG101-PTAP inh: blocks PTAP binding to human TSG101, validation | Q99816 | Fluorescence polarization, FITC-PTAP peptide/Tsg101, 20 min | Potency, µM (titrated, usually from 115 µM), inactives show at the highest dose activity change, negative = inhibition, usual class: inhibitors | 44,000 tested, under 10 active; note: potency is the fitted concentration of half-maximal effect; 0% is about no effect
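Fluorescence polarization binding of Tsg101 binding domain (10 uM final) to FITC-labeled PTAP-motif peptide (50 nM final) in HEPES pH 7.5/NaCl/Tween 20/EDTA/TCEP buffer; 20 min at r.t. Actives by curve class, <25 µM, efficacy <60% inhibition.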
GALK inh: GALK (human) enzyme inhibition | recombinant GALK, Kinase-Glo ATP luminescence, 1 h | 44,000 tested, under 10 active | Potency, µM (titrated, usually from 57.5 µM), inactives show at the highest dose activity, negative = inhibition, most hits filed as inhibitors | AID 1347072;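 note: plate controls were full GALK reaction for no effect and reaction lacking GALK for full effect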
Target sequence (P51570 whole entry, looked up): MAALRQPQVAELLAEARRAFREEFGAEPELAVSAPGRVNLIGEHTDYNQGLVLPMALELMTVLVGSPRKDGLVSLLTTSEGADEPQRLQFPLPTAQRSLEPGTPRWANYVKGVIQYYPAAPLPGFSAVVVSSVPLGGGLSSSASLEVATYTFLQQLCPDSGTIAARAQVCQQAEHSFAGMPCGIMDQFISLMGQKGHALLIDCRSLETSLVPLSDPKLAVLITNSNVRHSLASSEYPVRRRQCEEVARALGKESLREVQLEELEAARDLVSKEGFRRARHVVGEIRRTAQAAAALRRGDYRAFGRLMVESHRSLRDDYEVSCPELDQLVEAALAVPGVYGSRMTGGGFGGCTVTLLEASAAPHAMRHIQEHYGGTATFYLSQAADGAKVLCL
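Luminescent ATP-depletion readout (Kinase-Glo Plus) after 1 h room-temperature incubation of human GALK (5 nM) with galactose 100 µM and ATP 35 µM, pH 8.0 HEPES/Mg2+ buffer; compounds tested in qHTS format.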
p53null 32C kill: selectivity test: cytotoxicity in p53 null cells, permissive temperature; Potency, µM (series often up to 46.1 µM), for inactives: at the highest dose activity change, negative = cytotoxicity, most hits filed as cytotoxic; AID 903; 55,000 compounds, 0.62% hits; H1299-neo p53 null cells, ATP luminescence, 24 h, 32C;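 note: potency is the fitted concentration of half-maximal effect; 0% = DMSO only and -100% = full killing by 100 µM tamoxifen; nearly all actives have a fitted effect of over 55% in size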
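Overnight 37C seeding (600 cells/well) of H1299-neo preceded a 24 hr, 32C exposure to compounds up to 46 uM. ATP levels, read by luminescence after 20 min at RT, indicated surviving cells.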
FH mod: Identification of activators of human fumarate hydratase by quantitative high-throughput screening. Potency, µM (doses to about 79.9 µM), for inactives: at the top dose activity change, negative = inhibition, usual class: inhibitors. FH coupled MDH/diaphorase resazurin fluorescence, 15 min. 54,000 compounds, 0.22% hits. Fumarate hydratase, mitochondrial (Homo sapiens), P07954; note: potency is the fitted concentration of half-maximal effect; % is set by controls: 0 for no effect and ±100 for the full control effect; the screen sought activators but most active calls are inhibition curves; nearly all actives have a fitted effect of over 45% in size
B2AR arrestin ag: ADRB2 beta-arrestin recruitment | P07550 | HTLA Tango cells, beta-arrestin recruitment, luciferase luminescence, 18 h | Potency, µM (doses to about 46.1 µM), for inactives: at the highest dose activation, hits mostly activators | 44,000 tested, under 10 active | AID 1347077;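 note: potency is the fitted concentration of half-maximal effect; 0% = DMSO and full agonism = EC100 isoproterenol or metaproterenol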
Target sequence (P07550 whole entry, looked up): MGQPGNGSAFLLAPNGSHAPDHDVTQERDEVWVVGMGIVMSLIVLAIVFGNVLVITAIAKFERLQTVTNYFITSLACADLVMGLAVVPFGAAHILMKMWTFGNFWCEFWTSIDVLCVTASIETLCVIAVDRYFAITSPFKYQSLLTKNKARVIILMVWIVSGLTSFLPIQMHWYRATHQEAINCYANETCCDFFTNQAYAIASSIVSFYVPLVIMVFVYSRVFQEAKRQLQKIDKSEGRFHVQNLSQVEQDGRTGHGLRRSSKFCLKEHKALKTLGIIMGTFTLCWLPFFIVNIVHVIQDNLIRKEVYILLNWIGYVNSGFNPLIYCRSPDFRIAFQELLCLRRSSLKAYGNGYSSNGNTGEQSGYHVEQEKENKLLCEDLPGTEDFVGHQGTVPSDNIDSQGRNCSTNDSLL
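Ligand-induced beta-arrestin recruitment to recombinant beta2-AR is measured via a tTA-driven luciferase reporter in Tango cells after 18 hr compound exposure at 37 degrees C. Concentrations span up to 46 microM.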
p53null 39C kill: kills p53 null cells at the nonpermissive temperature | H1299 p53-null (neo) cells, 39C, ATPlite viability, 24 h | Potency, µM (highest dose often 46.1 µM), without a hit: top-dose activity, negative = cell killing, usual class: cytotoxic | 55,000 compounds, 0.97% hits | AID 904;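 note: potency is the fitted concentration of half-maximal effect; 0% = DMSO only and -100% = full killing by 100 µM tamoxifen; nearly all actives have a fitted effect of over 50% in size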
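Luminescent ATP signal reported cell survival after H1299 lines (neo, p53 null; or p53 A138V) received up to 46 uM compound and 24 hr incubation at 39C.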
NTMT1 inhibitor: blocks human N-terminal methyltransferase 1 activity; Q9BV86; NTMT1 MTase-Glo SAH luminescence, purified enzyme; Potency, µM (titrated, usually from 114 µM), inactives show top-dose activity change, negative = inhibition, usual class: inhibitors; 59,000 compounds, 2.5% hits;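 note: potency is the fitted concentration of half-maximal effect; plate controls were DMSO vehicle for no effect and no enzyme for full effect; nearly all actives have a fitted effect of over 65% in size; many of its hits are not listed in these tables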
Active calls of the source: *; [ ] = another dose, or the depositor's remark. Calls come from the whole dose curve; as a rule, active = well fitted curve in the direction sought with a large enough effect; inconclusive = small, poorly fitted or top-dose-only effect, or another doubt; inactive = no such curve, though single readings can be large; an effect the other way counts as inactive or inconclusive.

Screening Cn1c(C(=O)NCc2ccccc2F)cc2oc3ccccc3c21 returned TSG101-PTAP inh 0%, GALK inh -2%, p53null 32C kill inconclusive, FH mod 4%, B2AR arrestin ag 0%, p53null 39C kill -27% and NTMT1 inhibitor inconclusive.
`O=C(CSc1nc2c(cnn2-c2ccc(F)cc2)c(=O)[nH]1)Nc1ccccc1C(F)(F)F` gave TSG101-PTAP inh -3%, GALK inh -1%, p53null 32C kill 6%, FH mod -6%, B2AR arrestin ag -2%, p53null 39C kill 7% and NTMT1 inhibitor 0%.
For CC(=O)Nc1ccc2nc(SCCOc3ccccc3Cl)sc2c1 the results were TSG101-PTAP inh -3%, GALK inh 1%, p53null 32C kill -7%, FH mod inconclusive, B2AR arrestin ag -4%, p53null 39C kill inconclusive and NTMT1 inhibitor 23%.
For Cc1ccc2nc(-c3ccccc3O)c(Nc3ccccc3C)n2c1 the results were TSG101-PTAP inh -1%, GALK inh 1%, p53null 32C kill -7%, FH mod -7%, B2AR arrestin ag 1%, p53null 39C kill 0% and NTMT1 inhibitor 11%.
O=C(c1cnc(N2CCCCC2)c2ccccc12)N1CCN(c2ccc(F)cc2)CC1 was read as TSG101-PTAP inh -4%, GALK inh 3%, p53null 32C kill 41%[activator], FH mod -28%, B2AR arrestin ag 0%, p53null 39C kill 21% and NTMT1 inhibitor -1%.
Cc1ccccc1CN1CCC(CNC(=O)c2c(C)oc3ncnc(N4CCCCC4)c23)CC1 was read as TSG101-PTAP inh -8%, GALK inh 1%, p53null 32C kill 5%, FH mod -6%, B2AR arrestin ag 1%, p53null 39C kill 17% and NTMT1 inhibitor -14%.
CC(C)(C)c1ccc(CSc2nc3c(c(=O)[nH]2)CCCC3)cc1 was read as TSG101-PTAP inh -1%, GALK inh 0%, p53null 32C kill -8%, FH mod -5%, B2AR arrestin ag -2%, p53null 39C kill -8% and NTMT1 inhibitor 1%.
`COc1cccc(-n2nnc(-c3nc(-c4cccs4)no3)c2N)c1` gave TSG101-PTAP inh -7%, GALK inh 0%, p53null 32C kill -6%, FH mod -1%, B2AR arrestin ag -1%, p53null 39C kill -19% and NTMT1 inhibitor -21%.
For CCOC(=O)c1c(NC(=O)COc2ccc(C)cc2C(C)(C)C)sc2c1CCC(C)C2 (stereo unspecified) the results were TSG101-PTAP inh 3%, GALK inh 0%, p53null 32C kill -2%, FH mod -4%, B2AR arrestin ag 0%, p53null 39C kill -7% and NTMT1 inhibitor -1%.
For CC(=O)Nc1ccc(NC(=O)CSc2nc3ccccc3nc2N2CCC(C)CC2)cc1 the results were TSG101-PTAP inh -2%, GALK inh 3%, p53null 32C kill 0%, FH mod -9%, B2AR arrestin ag 0%, p53null 39C kill -23% and NTMT1 inhibitor -2%.
For COc1ccc(CCNc2nc3c(-c4cccc(C)c4)nnn3c3ccccc23)cc1OC the results were TSG101-PTAP inh 1%, GALK inh 0%, p53null 32C kill -3%, FH mod 5%, B2AR arrestin ag 0%, p53null 39C kill -3% and NTMT1 inhibitor 4%.
For CCOC(=O)c1ccccc1NC(=O)c1c2c(nc3ccccc13)C(=O)N(C1CCCCC1)C2 the results were TSG101-PTAP inh 0%, GALK inh 1%, p53null 32C kill 2%, FH mod 0%, B2AR arrestin ag 0%, p53null 39C kill -20% and NTMT1 inhibitor 11%.
CCOC(=O)C1CCN(C(=O)Cn2c(-c3cccs3)cc3cc(Cl)ccc32)CC1 was read as TSG101-PTAP inh 2%, GALK inh 3%, p53null 32C kill -6%, FH mod -24%, B2AR arrestin ag 0%, p53null 39C kill -11% and NTMT1 inhibitor -1%.
Screening Cc1nc2ccc(S(=O)(=O)NC(C(=O)N3CCN(c4ccc(Cl)cc4)CC3)C(C)C)cc2s1 (stereo unspecified) returned TSG101-PTAP inh -1%, GALK inh 0%, p53null 32C kill inconclusive, FH mod -13%, B2AR arrestin ag 1%, p53null 39C kill -16% and NTMT1 inhibitor -3%.
CCCC(=O)Nc1nnc(SCc2cc(=O)n3cccc(C)c3n2)s1 was read as TSG101-PTAP inh -1%, GALK inh -1%, p53null 32C kill -1%, FH mod -14%, B2AR arrestin ag 0%, p53null 39C kill -14% and NTMT1 inhibitor inconclusive.
Screening CC(=O)Nc1cccc(NC(=O)C(=O)NCCc2csc3nc(-c4ccccc4F)nn23)c1 returned TSG101-PTAP inh 1%, GALK inh 2%, p53null 32C kill 0%, FH mod -2%, B2AR arrestin ag -1%, p53null 39C kill -4% and NTMT1 inhibitor -3%.
Screening COc1ccc(NC(=O)C2=C(C)Nc3ncnn3C2c2ccc(C)o2)cc1 (stereo unspecified) returned TSG101-PTAP inh -3%, GALK inh 2%, p53null 32C kill 3%, FH mod 7%, B2AR arrestin ag inconclusive, p53null 39C kill 4% and NTMT1 inhibitor -1%.
`CCOc1ccc(NC(=O)c2c(NCc3cccc(OC)c3OC)sc3c2CCC3)cc1` gave TSG101-PTAP inh -7%, GALK inh 3%, p53null 32C kill -8%, FH mod 10%, B2AR arrestin ag -2%, p53null 39C kill -4% and NTMT1 inhibitor -2%.
`COC(=O)c1cccc(CN2C(=O)SC(Nc3ccc(Br)cc3)C2=O)c1` (stereo unspecified) gave TSG101-PTAP inh -9%, GALK inh 1%, p53null 32C kill 11%, FH mod -19%, B2AR arrestin ag 1%, p53null 39C kill -15% and NTMT1 inhibitor 0%.
Screening COc1ccc(CCNC(=O)C(=O)NCC(c2cccs2)S(=O)(=O)c2ccc(F)cc2)cc1 (stereo unspecified) returned TSG101-PTAP inh 0%, GALK inh -8%, p53null 32C kill 8%, FH mod -16%, B2AR arrestin ag -3%, p53null 39C kill 10% and NTMT1 inhibitor 0%.
Screening Cc1ccc(C2=Nc3ccccc3N(CC(=O)Nc3ccccc3C)C(=O)C2)cc1C returned TSG101-PTAP inh 0%, GALK inh inconclusive, p53null 32C kill -26%, FH mod 1%, B2AR arrestin ag 1%, p53null 39C kill inconclusive and NTMT1 inhibitor inconclusive.
Screening CC(=O)c1ccc(NC(=O)CN(C)S(=O)(=O)c2cc3c(cc2C)NC(=O)CO3)cc1 returned TSG101-PTAP inh -1%, GALK inh 0%, p53null 32C kill -1%, FH mod -3%, B2AR arrestin ag -3%, p53null 39C kill -9% and NTMT1 inhibitor 2%.
For Cc1ccc(/C=C/C(=O)Nc2ccc(Cl)cc2Cl)cc1 the results were TSG101-PTAP inh 0%, GALK inh 3%, p53null 32C kill -7%, FH mod 0%, B2AR arrestin ag 0%, p53null 39C kill -3% and NTMT1 inhibitor 2%.
`CC(=O)c1cccc(NC(=O)C2CCCN(C(=O)c3cnn(-c4ccccc4)c3-n3cccc3)C2)c1` (stereo unspecified) gave TSG101-PTAP inh 1%, GALK inh 3%, p53null 32C kill 5%, FH mod inconclusive, B2AR arrestin ag -2%, p53null 39C kill 0% and NTMT1 inhibitor 12%.
Screening O=S(=O)(Nc1ccc(OC(F)(F)F)cc1)c1ccc(N2CCCCS2(=O)=O)cc1 returned TSG101-PTAP inh -20%, GALK inh 0%, p53null 32C kill 19%, FH mod -8%, B2AR arrestin ag -1%, p53null 39C kill 1% and NTMT1 inhibitor -11%.
Screening COc1ccccc1NC(=O)CCn1nc(-c2ccccc2OC)c2c(C)cc(C)nc21 returned TSG101-PTAP inh -3%, GALK inh 1%, p53null 32C kill 24%, FH mod inconclusive, B2AR arrestin ag -3%, p53null 39C kill -8% and NTMT1 inhibitor -1%.
Cc1cc(=O)n2c(C(=O)Nc3ccc(C)c(Cl)c3)c(C(=O)Nc3ccccc3)sc2n1 was read as TSG101-PTAP inh -1%, GALK inh 0%, p53null 32C kill -2%, B2AR arrestin ag -1% and p53null 39C kill 0%.
CCC(=O)Nc1ccccc1-c1nc2ccccc2n(CC(=O)c2ccc(C)c(C)c2)c1=O was read as TSG101-PTAP inh -1%, GALK inh -10%, p53null 32C kill 1%, FH mod 3%, B2AR arrestin ag -2%, p53null 39C kill 0% and NTMT1 inhibitor 2%.
For Cc1ccc2scc(N3CCCC(C)C3)c(=O)c2c1 (stereo unspecified) the results were TSG101-PTAP inh -1%, GALK inh 0%, p53null 32C kill inconclusive, FH mod -7%, B2AR arrestin ag 1%, p53null 39C kill -3% and NTMT1 inhibitor -18%.
Cc1nn2c(=O)cc(COC(=O)c3ccc(NC(=O)C4CCCCC4)cc3)nc2s1 was read as TSG101-PTAP inh -4%, GALK inh 1%, p53null 32C kill -7%, FH mod -12%, B2AR arrestin ag 1%, p53null 39C kill 5% and NTMT1 inhibitor -1%.
Screening Cc1ccc(C2C=C(c3ccc(Cl)cc3)Nc3nc(NS(=O)(=O)c4ccccc4)nn32)cc1 (stereo unspecified) returned TSG101-PTAP inh inconclusive, GALK inh 2%, p53null 32C kill 0%, FH mod -13%, B2AR arrestin ag 0%, p53null 39C kill -7% and NTMT1 inhibitor 3%.
Screening CCC(C)NC(=O)CCCc1nnc2n(CC(C)C)c(=O)c3sccc3n12 (stereo unspecified) returned TSG101-PTAP inh -3%, GALK inh inconclusive, p53null 32C kill 2%, FH mod -2%, B2AR arrestin ag 4%, p53null 39C kill 1% and NTMT1 inhibitor -4%.
For CCn1cc(C(=O)N2CCN(c3ccccc3)CC2)c(=O)c2cc(S(=O)(=O)N(C)C3CCCCC3)ccc21 the results were TSG101-PTAP inh 0%, GALK inh 7%, p53null 32C kill 3%, FH mod -12%, B2AR arrestin ag 1%, p53null 39C kill -7% and NTMT1 inhibitor 13%.

A portion of the library; the hit share may differ from the screen's.
